Compound activity from PubChem BioAssay.
ssDAF-12 act: activators of S. stercoralis DAF-12 nuclear receptor | HEK293 ssDAF-12/GRIP1 lit1-tk-luc reporter, luminescence; % of 3 µM dafachronic acid response | activation, % at 6.8 µM | 1% of 370,000 active | AID 652126;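 active = activation above the mean over all tested compounds plus 3 SD, cut at about 0.9% in these data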;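 also: 0% = DMSO-only wells and 100% = 3 µM delta7-dafachronic acid wells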
PG9 binder: binds the HIV-1 gp120 antibody PG9 | inhibition, % at 6.7 µM | 0.43% of 360,000 active | TR-FRET gp120-PG9 antibody binding; in the data active = inhibition above about 8.5%
SMARCA2 act: increases SMARCA2 function in MMTV reporter cells. activation, % at 9.1 µM. MG213 cells, MMTV-luciferase reporter, dexamethasone, overnight. 1% of 370,000 active; in the data active = activation above about 7.8%;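 also: 0% = vehicle wells and 100% = reference activator wells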
HGIII-sPLA2 inh: Inhibits HGIII-sPLA2 liposome hydrolysis, primary screen; Q9NZ20; QFRET BODIPY PC-A2 liposome hydrolysis, fluorescence; inhibition, % at 12.2 µM; 0.56% of 370,000 active; AID 743126;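 active = inhibition above mean plus 3 SD of compounds lying within the high and low control bounds, cut at about 19% in these data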;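 also: 0% = median of test compound wells and 100% = no enzyme DMSO wells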
GAA850 FXN act: activators of GAA850 frataxin (FXN) promoter; HEK293 lucGAA850 FXN promoter luciferase reporter, 24 h; percent of 10 µM SAHA response; activation, % at 6 µM; 0.56% of 360,000 active;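 active = activation above the average of all compounds screened plus 3 SD, cutoff fixed separately per campaign, cut at about 7.5% in these data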;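 also: 0% = DMSO wells and 100% = 10 µM SAHA wells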
Rev-erbA mod: Rev-erb alpha (human) modulation | P20393 | Rev-erbα–FITC-DNA binding, fluorescence polarization, 90 min | activity, % at 10 µM | 0.79% of 370,000 active | AID 1259318;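 active = activity above about 14%, limit read from the data; passing the limit was not always enough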;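 also: 0% = DMSO wells with 35 nM protein and 100% = DMSO wells with 750 nM protein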
hcDAF-12 act: activators of H. contortus DAF-12 nuclear receptor | 1.4% of 370,000 active | AID 652067 | activation, % at 6.8 µM | HEK293 hcDAF-12 lit1-tk-luc reporter, luminescence; 0% DMSO, 100% Δ7-dafachronic acid;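 active = activation above the mean of all tested compounds plus 3 SD, cut at about 5.5% in these data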;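 also: 100% = response to 3 µM Δ7-dafachronic acid high control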
hgDAF12 agonist: activates the H. glycines DAF-12 receptor ligand-binding domain. 1.8% of 370,000 active. activation, % at 6.8 µM. HEK293 GAL4-hgDAF12 UAS-luciferase reporter, agonist luminescence; normalized to butyrate control;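 active = activation above a cutoff set at the mean of all screened compounds plus 3 SD, cut at about 10% in these data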;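 also: 0% = DMSO wells and 100% = sodium butyrate wells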
DAX1 inh-1: DAX1 (NR0B1) inhibition, primary screen | AID 652010 | inhibition, % at 6.8 µM | 1.1% of 370,000 active | HEK293T StAR-luciferase reporter, SF-1/DAX-1 repression relief;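 active = inhibition above the mean over all tested compounds plus 3 SD, cut at about 3.6% in these data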;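 also: 0% = DAX-1 cells with DMSO and 100% = cells lacking DAX-1 with DMSO; higher inhibition means more luminescence from relief of DAX-1 repression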
DAX1 inh-2: inhibits human nuclear receptor DAX1. P51843. HEK293 Gal4-DAX1 luciferase reporter, luminescence. inhibition, % at 6.75 µM. 0.99% of 340,000 active. AID 504766;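 active = inhibition above the mean over all tested compounds plus 3 SD, cut at about 4.2% in these data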;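 also: 0% = DAX1-transfected cells with DMSO and 100% = empty-vector control cells with DMSO; inhibition shows as a rise in luminescence from relieved DAX1 repression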
PLC-beta3 inh: PLC-beta3 (human) inhibition, primary screen; Q01970; Purified PLC-beta3, fluorogenic substrate, fluorescence; inhibition, % at 12.2 µM; 0.18% of 370,000 active; AID 720704; in the data active = inhibition above about 11%;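 also: 0% = median of compound wells on plate and 100% = full blocker control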
Target sequence (Q01970 whole entry, looked up): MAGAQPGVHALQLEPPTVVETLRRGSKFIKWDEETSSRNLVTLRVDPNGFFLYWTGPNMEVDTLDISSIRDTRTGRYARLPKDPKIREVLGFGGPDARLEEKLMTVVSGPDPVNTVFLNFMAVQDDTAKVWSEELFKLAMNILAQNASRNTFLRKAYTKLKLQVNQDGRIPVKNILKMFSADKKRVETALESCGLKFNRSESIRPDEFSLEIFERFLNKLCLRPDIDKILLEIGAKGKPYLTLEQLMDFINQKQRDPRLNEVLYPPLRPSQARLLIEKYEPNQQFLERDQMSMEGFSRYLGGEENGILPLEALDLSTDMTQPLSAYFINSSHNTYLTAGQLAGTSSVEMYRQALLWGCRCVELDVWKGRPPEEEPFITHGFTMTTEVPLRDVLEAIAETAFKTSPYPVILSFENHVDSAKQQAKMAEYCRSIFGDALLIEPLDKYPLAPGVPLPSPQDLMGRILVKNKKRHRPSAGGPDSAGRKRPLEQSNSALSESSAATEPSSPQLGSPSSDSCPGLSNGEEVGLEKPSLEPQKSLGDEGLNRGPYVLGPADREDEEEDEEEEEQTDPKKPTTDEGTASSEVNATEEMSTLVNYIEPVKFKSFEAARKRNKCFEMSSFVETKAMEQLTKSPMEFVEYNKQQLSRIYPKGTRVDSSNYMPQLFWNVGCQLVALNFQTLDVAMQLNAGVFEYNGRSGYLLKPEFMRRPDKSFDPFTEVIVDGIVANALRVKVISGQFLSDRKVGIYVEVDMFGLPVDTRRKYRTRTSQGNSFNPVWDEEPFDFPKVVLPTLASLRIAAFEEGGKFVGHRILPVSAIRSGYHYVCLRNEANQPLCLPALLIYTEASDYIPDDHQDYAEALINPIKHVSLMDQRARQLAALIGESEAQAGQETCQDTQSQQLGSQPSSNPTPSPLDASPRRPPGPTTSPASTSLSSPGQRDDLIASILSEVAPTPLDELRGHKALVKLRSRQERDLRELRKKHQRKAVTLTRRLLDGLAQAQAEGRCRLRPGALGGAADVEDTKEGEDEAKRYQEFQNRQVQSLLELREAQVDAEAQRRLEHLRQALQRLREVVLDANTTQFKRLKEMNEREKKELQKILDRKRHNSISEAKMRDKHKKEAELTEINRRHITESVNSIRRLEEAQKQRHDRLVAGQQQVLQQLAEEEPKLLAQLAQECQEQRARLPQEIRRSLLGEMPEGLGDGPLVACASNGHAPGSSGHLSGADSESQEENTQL
* hit, by the source's call; x = not tested or not shown; & = joins results of further samples.

SMILES	ssDAF-12 act	PG9 binder	SMARCA2 act	HGIII-sPLA2 inh	GAA850 FXN act	Rev-erbA mod	hcDAF-12 act	hgDAF12 agonist	DAX1 inh-1	DAX1 inh-2	PLC-beta3 inh
O=C(NCc1cccc(Br)c1)c1cc(-c2ccccc2)nn1CC1CC(c2cccc([N+](=O)[O-])c2)=NO1 (centres undefined)	-1.1	-0.1	2	3	4.3	0	-0.5	1.9	-0.4	1.9	1
COc1ccc(CCNC(=O)COC(=O)c2cncc(Br)c2)cc1OC	-1.4	-1.0	-1	2	1.6	-4	2.7	-0.6	-0.3	0.2	-7
CC(=O)c1nnn(-c2nc(N)nc(N(c3ccccc3)c3ccccc3)n2)c1C	-0.6	0.8	-2	4	-0.2	1	-0.1	-2.3	0.6	0.3	1
COc1ccc(-c2cc(=O)c3c(OC)c(OC)c(OC)c(OC)c3o2)cc1OC	-1.7	-1.1	7	-9	2.4	-4	-1.6	-1.5	-1.1	-1.6	-161
O=C1/C(=C/c2ccccn2)SC(=S)N1Nc1ncc(C(F)(F)F)cc1Cl	-1.0	-1.4	-2	21*	-0.6	-6	-0.9	1.6	0.0	-0.3	-31
O=C(CCN1C(=O)c2ccccc2S1(=O)=O)Nc1ccc(F)c(F)c1F	-0.8	-1.7	1	-1	0.5	-3	-0.8	0.6	-0.1	-0.7	-4
CCCCNC(=S)Nc1ccc(C(F)(F)F)cc1	-0.9	-2.1	-3	-1	0.9	-5	-1.1	3.0	-0.5	0.8	3
O=C(Nc1nnc(C2=COCCO2)o1)C1CCCCC1	-0.9	-0.8	-3	1	1.8	5	-1.2	-2.7	-0.1	-0.9	-3
Cc1ccc(C(c2sc3nc(C)nn3c2O)N2CC(C)OC(C)C2)cc1 (centres undefined)	-1.4	0.7	-3	-1	-1.6	4	0.6	-1.3	0.2	0.9	1
CSCc1ccc(C(=O)Nc2cccc(C)c2C)cc1	1.7*	-1.1	4	0	5.0	3	1.7	14*	1.3	0.9	-2
CCOCCCNC(=O)c1ccc(NC(=O)C2=CSCCO2)cc1	-0.7	-2.8	-3	7	-0.8	3	0.4	0.3	0.2	1.3	-10
COC(=O)c1ccccc1NC(=S)N1CCN(c2ccc(OC)cc2)CC1	-1.6	0.3	-2	10	0.2	-2	0.3	0.8	-0.8	2.2	-3
CC(C)(C)NC(=O)CSc1nc(-c2ccccc2)cc(=O)[nH]1	-1.5	2.0	-4	3	1.3	-4	1.4	1.1	-0.1	0.4	0
CCN(C(=O)N(CC)c1ccccc1)c1ccccc1	-1.3	-1.9	5	-2	1.1	0	-0.7	0.0	-0.5	-0.1	4
CCNC(=S)/N=C(/Nc1ccc(OC)cc1)Nc1nc(C)cc(C)n1	-1.0	-1.0	-3	2	0.3	4	-0.2	-2.2	0.4	x	-4
CCOC(=O)c1c(C)[nH]c(C(=O)OCc2c(C)noc2C)c1C	-1.3	-1.2	0	0	-1.7	2	-1.5	-3.6	-1.8	-1.0	-3
CC1=C(C(=O)N(C(C)C)C(C)C)CC(CC(=O)NCCN2CCOCC2)C(=O)N1CCC1=CCCCC1 (centres undefined)	-1.3	0.0	0	4	x	-1	0.3	3.2	0.6	x	-2
CCN(CC)C(=O)C(C)N(C#N)c1nc(Cl)nc(N(C)C)n1 (centres undefined)	-0.8	-3.4	-1	-2	-0.3	-5	-0.3	2.2	-0.6	0.2	3
Cc1cccc(N2CCN(C(=O)N3CCCCC3)CC2)c1C	-1.6	1.0	-2	-3	0.9	4	0.3	-3.0	-0.5	-1.0	-5
CC(=O)NCCNC(=O)C1Cc2c(-c3ccccc3)ccnc2O1 (centres undefined)	-0.8	0.3	-2	9	-0.2	-1	-0.6	3.0	0.2	x	0
COC(=O)c1c(NC(=O)CN2C(=O)NC3(CCCCC3C)C2=O)sc2c1CCC2 (centres undefined)	-1.4	0.1	1	1	4.5	5	0.2	-0.8	-0.1	-0.8	-3
Cc1ccc(OCCOC(=O)CN2C(=O)NC3(CCCC3)C2=O)cc1	-0.1	1.6	-2	3	2.3	-1	-1.2	0.0	0.0	-0.8	-6
NC(CO)C(O)c1ccc([N+](=O)[O-])cc1 (centres undefined)	-0.9	1.2	2	-4	-0.7	-3	-0.1	-0.4	-0.8	-0.9	4
COc1cccc(CNC(=O)C(C(=O)NCc2cccc(OC)c2)c2ncc(C(F)(F)F)cc2Cl)c1	-0.4	-0.6	-1	1	-1.1	0	-0.2	5.0	0.1	0.2	3
CC(=NNC(N)=S)c1ccc2cc3c(cc2c1)OCO3	0.2	0.1	6	16	1.0	8	3.9	25*	2.8	4.0	-32
NC(=O)CSc1nc2cccnc2n1-c1ccc(F)cc1	-0.6	-3.5	2	-2	2.4	3	-0.8	-2.3	0.1	0.8	-3
CCCCc1cc2c(s1)CCCC/C2=N/O	-1.2	-1.6	-3	8	2.1	-1	-1.4	-1.8	-0.1	-0.2	2
CCOc1ccc(C(=O)NCC(=O)OCc2ccc(F)cc2Cl)cc1	-1.3	-0.3	1	5	1.8	-2	-0.4	1.7	0.0	-0.3	-7
COC(=O)[C@]1(CNC(C)=O)CC(=O)N(C)[C@@H]1c1ccccc1	-1.6	x	-4	-2	x	3	-0.4	-2.3	0.2	x	2
COc1ccc(Cl)cc1NC(=O)c1sc2nc(C)nc(N3CCOCC3)c2c1C	-0.6	-0.1	-4	18	0.3	-7	-1.9	-0.9	0.8	0.1	-4
COc1ccccc1S(=O)(=O)N(C)C[C@@H]1Oc2cc(C#CCC(C)C)ccc2S(=O)(=O)N([C@H](C)CO)C[C@@H]1C	-1.5	-0.3	-2	-52	-0.7	-5	-1.5	-0.8	-2.8	3.4	0
CS(=O)(=O)N(Cc1ccc(Cl)cc1)c1ccc(C(=O)NCCSc2ccccn2)cc1	-0.6	1.0	-3	-28	-0.8	4	-3.5	-3.5	-0.9	-0.6	-2
O=S1(=O)c2c(F)cccc2OC(COCc2ccccc2)CN1C1CCCC1 (centres undefined)	-1.3	-0.1	-4	-5	-0.7	-4	-2.5	-3.2	-2.0	-1.1	1
O=C(CNC(=O)Cc1ccc(Cl)cc1)NCC(=O)N1CCCCC1	-0.7	-0.3	-1	-1	-0.2	-1	-2.0	1.7	-0.8	1.0	-6
COc1ccc(C2CC(C(F)(F)F)n3nc(C(=O)O)cc3N2)cc1 (centres undefined)	-1.2	0.6	-1	7	-0.1	2	-0.3	-1.8	0.0	0.0	-22
C=CCOc1ccc(/C=N/N2C(=O)C(CC(=O)Nc3ccc(F)cc3F)SC2=NC)cc1 (centres undefined)	-0.6	-2.3	0	4	3.8	1	-1.0	2.3	0.1	0.6	2

Record cards, from the list above. Screens in order: ssDAF-12 act	PG9 binder	SMARCA2 act	HGIII-sPLA2 inh	GAA850 FXN act	Rev-erbA mod	hcDAF-12 act	hgDAF12 agonist	DAX1 inh-1	DAX1 inh-2	PLC-beta3 inh
Shown for O=S1(=O)c2c(F)cccc2OC(COCc2ccccc2)CN1C1CCCC1 (centres undefined) → -1.3	-0.1	-4	-5	-0.7	-4	-2.5	-3.2	-2.0	-1.1	1
Shown for COc1ccc(C2CC(C(F)(F)F)n3nc(C(=O)O)cc3N2)cc1 (centres undefined) → -1.2	0.6	-1	7	-0.1	2	-0.3	-1.8	0.0	0.0	-22

Additional structures.
SMILES	ssDAF-12 act	PG9 binder	SMARCA2 act	HGIII-sPLA2 inh	GAA850 FXN act	Rev-erbA mod	hcDAF-12 act	hgDAF12 agonist	DAX1 inh-1	DAX1 inh-2	PLC-beta3 inh
O=C(NC1CC(=O)N(c2ccccc2)C1)C(=O)c1c[nH]c2ccccc12 (centres undefined)	0.8	-2.1	-2	-10	-1.1	1	4.0	0.0	0.4	0.6	-8
CC(O)C(O)C(O)C(O)/C=N/NC(=O)c1ccccc1 (centres undefined)	-0.2	2.5	1	12	7.7*	-5	2.9	8.9	1.5	1.6	-5
COc1ccc(NC(=S)NCCCN2CCCC2)cc1Cl	-1.4	-0.7	-2	2	-0.6	0	0.1	-0.3	0.2	-0.1	-1
CC1CCC(NC(=O)c2nn(C)c3c2CS(=O)(=O)c2ccccc2-3)CC1 (centres undefined)	-1.6	-1.7	0	-4	3.0	-4	0.2	-1.5	-1.1	-0.8	-2
O=C(NC1CCCCC1)N(C1=NCCCCC1)c1ccc(Br)cc1	0.1	-1.4	1	10	0.5	-1	1.9	2.5	0.5	0.9	-18
CCOC(=O)c1ccc(CC(=O)c2ccc(O)cc2O)o1	-1.4	-1.1	-4	-33	-11	-3	-2.0	-0.1	-1.1	-3.0	-21
O=C(N1CCOCC1)N1CC[C@H]2[C@H](CCCN2Cc2ccc(F)cc2)C1	-1.5	x	-1	6	x	6	0.6	-0.8	0.6	x	2
CCCS(=O)(=O)NC(=O)C1(C)CCCN(C(=O)c2ccco2)C1 (centres undefined)	-1.0	-0.2	-2	4	0.1	-8	-0.7	1.0	-1.3	x	7
CC(CCc1ccco1)N(C)S(=O)(=O)c1csc(C(N)=O)c1 (centres undefined)	-0.9	0.0	-3	-8	-0.8	-1	-2.8	-1.7	-0.3	-0.3	-10
COC(=O)c1cc(Cl)c(NC(=O)/C=C/c2ccc(OC)cc2)cc1OC	-0.6	-2.2	-5	9	0.6	-7	0.1	-3.1	-0.1	-0.4	-1
COC(=O)[C@]12C[C@H](CC(=O)N3CCCC3)C(=O)N(CCc3ccc(OC)c(OC)c3)C1=C[C@H](C1CCCC1)O[C@@H]2C	-2.0	x	-2	8	x	1	-0.4	1.6	-1.3	x	0
CSc1ccc(OCC(=O)Nc2ccc(N3CCOCC3)c(Cl)c2)cc1	-1.6	-2.7	-5	-7	3.7	0	0.5	-0.1	-0.8	-0.4	-13
CC1C(=O)Nc2ccccc2N1C(=O)C1CC1 (centres undefined)	-1.0	0.7	0	5	-2.2	2	-1.5	-0.8	-0.1	-0.7	-1
Cc1c(C(=O)c2ccccc2C(=O)O)sc2ccccc12	-0.8	8.3	3	-6	0.6	1	1.4	2.7	-0.1	0.8	-5
CCN(c1ccccc1)S(=O)(=O)c1cc(CN2C(=O)c3cccnc3C2=O)ccc1OC	-1.3	-0.2	3	3	0.2	-8	0.6	0.2	-0.2	0.2	-2
CCC(=O)Nc1ccc2c(c1)nc(CCN1CCC(C)CC1)n2C	-0.9	1.3	-2	-3	1.0	2	2.2	-1.1	-0.2	-1.1	-3
CCOC(=O)c1[nH]c2ccc(Br)cc2c1NC(=O)CCN1CCOCC1	0.8	1.3	0	16	1.1	3	2.2	4.5	-0.6	-1.0	-5
Cc1ccccc1S(=O)Cc1ccc(C(=O)NC2CCN(Cc3ccccc3)CC2)o1 (centres undefined)	-1.6	-1.2	0	1	-1.4	-2	-2.9	-1.4	-2.2	-0.3	1
CCN1/C(=C/C(C)=C/c2sc3ccccc3[n+]2CC)Sc2ccccc21	-2.1&-2.2	-25&-18	-5&-11	-13&8	-12	-10&-25	-4.1&-5.0	-8.9&-9.0	-3.0&-5.9	-2.9	-9&-3
CCCCn1nnnc1C(c1ccc(OC)cc1)N1CCN(C/C=C/c2ccccc2)CC1 (centres undefined)	-1.6	0.6	-3	-25	x	-2	-1.7	-2.0	-0.2	x	2
Cc1cccc(-c2noc(CCCC(=O)Nc3ccc(C(N)=O)cc3)n2)c1	-2.1	0.2	-3	1	-5.2	0	-2.6	-4.7	-1.0	1.5	1
